hgDAF12 agonist: hgDAF-12 agonism, primary luciferase screen; AID 687014; 370,000 compounds, 1.8% hits; activation, % at 6.8 µM; HEK293 GAL4-hgDAF12 UAS-luciferase reporter, agonist luminescence; normalized to butyrate control;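 active means activation above a cutoff set at the mean of all screened compounds plus 3 SD, cut at about 10% in these data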;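 further: 0% = DMSO wells and 100% = sodium butyrate wells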
FXN GAA850 act: frataxin GAA850 promoter activation; HEK293 lucGAA850 FXN promoter luciferase reporter, 24 h; percent of 10 µM SAHA response; AID 540364; activation, % at 6 µM; 360,000 compounds, 0.56% hits;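 active means activation above the average of all compounds screened plus 3 SD, cutoff fixed separately per campaign, cut at about 7.5% in these data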;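 further: 0% = DMSO wells and 100% = 10 µM SAHA wells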
DAX1 inh-1: blocks DAX1 repression of SF-1 activated StAR promoter. inhibition, % at 6.8 µM. HEK293T StAR-luciferase reporter, SF-1/DAX-1 repression relief. AID 652010. 370,000 compounds, 1.1% hits;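 active means inhibition above the mean over all tested compounds plus 3 SD, cut at about 3.6% in these data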;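 further: 0% = DAX-1 cells with DMSO and 100% = cells lacking DAX-1 with DMSO; higher inhibition means more luminescence from relief of DAX-1 repression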
hcDAF12 agonist: activates DAF-12 receptor from parasite H. contortus. HEK293 hcDAF-12 lit1-tk-luc reporter, luminescence; 0% DMSO, 100% Δ7-dafachronic acid. activation, % at 6.8 µM. 370,000 compounds, 1.4% hits. AID 652067;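 active means activation above the mean of all tested compounds plus 3 SD, cut at about 5.5% in these data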;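 further: 100% = response to 3 µM Δ7-dafachronic acid high control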
ssDAF-12 act: S. stercoralis DAF-12 activation, primary screen; AID 652126; 370,000 compounds, 1% hits; HEK293 ssDAF-12/GRIP1 lit1-tk-luc reporter, luminescence; % of 3 µM dafachronic acid response; activation, % at 6.8 µM;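 active means activation above the mean over all tested compounds plus 3 SD, cut at about 0.9% in these data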;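 further: 0% = DMSO-only wells and 100% = 3 µM delta7-dafachronic acid wells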
NR1D1 modulator: modulators of human Rev-erb alpha DNA binding. Rev-erbα–FITC-DNA binding, fluorescence polarization, 90 min. P20393. activity, % at 10 µM. 370,000 compounds, 0.79% hits;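 active means activity above about 14%, limit read from the data; passing the limit was not always enough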;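 further: 0% = DMSO wells with 35 nM protein and 100% = DMSO wells with 750 nM protein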
HGIII-sPLA2 inh: Inhibits HGIII-sPLA2 liposome hydrolysis, primary screen | AID 743126 | inhibition, % at 12.2 µM | 370,000 compounds, 0.56% hits | QFRET BODIPY PC-A2 liposome hydrolysis, fluorescence;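 active means inhibition above mean plus 3 SD of compounds lying within the high and low control bounds, cut at about 19% in these data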;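 further: 0% = median of test compound wells and 100% = no enzyme DMSO wells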
PG9 Ab binder: small molecules binding HIV-1 gp120 antibody PG9; TR-FRET gp120-PG9 antibody binding; inhibition, % at 6.7 µM; 360,000 compounds, 0.43% hits; in the data active means inhibition above about 8.5%
SMARCA2 act: increases SMARCA2 function in MMTV reporter cells. 370,000 compounds, 1% hits. activation, % at 9.1 µM. MG213 cells, MMTV-luciferase reporter, dexamethasone, overnight; in the data active means activation above about 7.8%;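 further: 0% = vehicle wells and 100% = reference activator wells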
PLCb3 inh: inhibitors of human phospholipase C beta3; Q01970; Purified PLC-beta3, fluorogenic substrate, fluorescence; inhibition, % at 12.2 µM; 370,000 compounds, 0.18% hits; AID 720704; in the data active means inhibition above about 11%;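 further: 0% = median of compound wells on plate and 100% = full blocker control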
Target sequence (Q01970 whole entry, looked up): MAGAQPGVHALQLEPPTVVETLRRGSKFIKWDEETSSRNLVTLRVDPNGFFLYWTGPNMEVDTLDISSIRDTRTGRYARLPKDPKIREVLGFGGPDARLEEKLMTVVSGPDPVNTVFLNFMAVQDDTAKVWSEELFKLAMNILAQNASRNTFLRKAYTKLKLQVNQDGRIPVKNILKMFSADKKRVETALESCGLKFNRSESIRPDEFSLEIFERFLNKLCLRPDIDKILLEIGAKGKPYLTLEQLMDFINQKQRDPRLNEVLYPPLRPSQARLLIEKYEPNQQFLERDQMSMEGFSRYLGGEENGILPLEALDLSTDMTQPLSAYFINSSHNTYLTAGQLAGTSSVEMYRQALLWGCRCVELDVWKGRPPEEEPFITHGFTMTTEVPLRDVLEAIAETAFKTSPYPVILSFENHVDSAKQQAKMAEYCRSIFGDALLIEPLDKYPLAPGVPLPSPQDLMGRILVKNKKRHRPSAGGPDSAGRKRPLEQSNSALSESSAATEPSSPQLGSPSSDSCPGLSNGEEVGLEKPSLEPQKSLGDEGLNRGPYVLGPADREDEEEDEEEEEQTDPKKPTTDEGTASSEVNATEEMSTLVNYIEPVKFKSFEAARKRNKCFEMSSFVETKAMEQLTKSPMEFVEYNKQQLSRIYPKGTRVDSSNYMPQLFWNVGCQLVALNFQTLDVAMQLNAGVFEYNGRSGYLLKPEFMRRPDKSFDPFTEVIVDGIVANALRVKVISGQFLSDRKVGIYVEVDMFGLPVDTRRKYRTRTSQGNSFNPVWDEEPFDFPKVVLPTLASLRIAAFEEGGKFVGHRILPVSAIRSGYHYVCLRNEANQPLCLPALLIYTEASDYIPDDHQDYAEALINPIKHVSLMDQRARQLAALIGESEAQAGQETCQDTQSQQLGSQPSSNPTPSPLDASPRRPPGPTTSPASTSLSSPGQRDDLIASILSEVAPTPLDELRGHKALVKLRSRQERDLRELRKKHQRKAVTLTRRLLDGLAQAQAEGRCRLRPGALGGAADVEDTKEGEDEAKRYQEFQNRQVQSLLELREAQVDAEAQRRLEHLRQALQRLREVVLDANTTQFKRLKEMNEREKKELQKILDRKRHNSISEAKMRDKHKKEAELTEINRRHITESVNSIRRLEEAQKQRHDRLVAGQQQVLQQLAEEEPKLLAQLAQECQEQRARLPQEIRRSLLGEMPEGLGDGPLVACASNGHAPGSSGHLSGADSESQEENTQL
DAX1 inh-2: NR0B1 (DAX1) inhibition; 340,000 compounds, 0.99% hits; P51843; HEK293 Gal4-DAX1 luciferase reporter, luminescence; AID 504766; inhibition, % at 6.75 µM;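 active means inhibition above the mean over all tested compounds plus 3 SD, cut at about 4.2% in these data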;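 further: 0% = DAX1-transfected cells with DMSO and 100% = empty-vector control cells with DMSO; inhibition shows as a rise in luminescence from relieved DAX1 repression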
* marks the source's active call; other numbers are inactive results; i = inactive; . = no result given.

| canonical_smiles | hgDAF12 agonist | FXN GAA850 act | DAX1 inh-1 | hcDAF12 agonist | ssDAF-12 act | NR1D1 modulator | HGIII-sPLA2 inh | PG9 Ab binder | SMARCA2 act | PLCb3 inh | DAX1 inh-2 |
| --- | --- | --- | --- | --- | --- | --- | --- | --- | --- | --- | --- |
| CCNCc1cc([N+](=O)[O-])ccc1OCC | 1.8 | 1.9 | 0.6 | -1.6 | -1.8 | -2 | 4 | -0.7 | -2 | -5 | -1.8 |
| O=C(c1ccccc1)N1CCN(CC2CC=CCC2)CC1 (configuration not stated) | 3.0 | -1.7 | 0.5 | 1.5 | -1.5 | -2 | -3 | -2.7 | -3 | 5 | -1.0 |
| CCOC(=O)c1c(/N=C/c2ccc(C)cc2O)sc2c1CCC2 | -1.9 | 0.2 | 0.1 | -3.3 | -1.1 | -4 | 12 | 0.3 | -2 | -1 | -0.2 |
| O=C1c2ccccc2S(=O)N1c1cccc(F)c1 (configuration not stated) | -2.9 | -1.7 | -0.3 | -0.5 | -1.1 | -1 | 5 | 0.9 | 1 | 1 | -0.5 |
| Cc1ccc(CNC(=O)c2ccc(N3CCC4(CC3)CC(c3ccccc3)=NO4)c(NC(=O)c3ccco3)c2)cc1 | 1.1 | 0.2 | -0.6 | -0.6 | -0.8 | 3 | -7 | -1.4 | 0 | -1 | -0.4 |
| O=S(=O)(Nc1cccc(Cl)c1)c1cccc(-n2cnnn2)c1 | -2.3 | 0.0 | -0.6 | 0.7 | -1.1 | -3 | -14 | -0.3 | -2 | 4 | -0.5 |
| Cc1cc(=O)oc2cc3c(cc12)OCCN3 | 2.8 | -0.9 | -0.3 | -1.1 | -0.7 | -4 | 5 | 2.0 | -8 | i | 0.6 |
| COCc1cc(/C=N\NC(=O)COc2ccccc2)ccc1OC | 3.0 | 0.4 | -0.5 | -0.5 | -1.4 | -2 | 1 | -1.1 | -1 | 3 | -0.7 |
| COc1ccc(S(=O)(=O)N2CCN(C)CC2)cn1 | 1.1 | 1.9 | 0.9 | -0.5 | -1.2 | -2 | 5 | -0.6 | -1 | -5 | -0.1 |
| CCC1(CC)NC(=S)NC1=S | -4.5 | 1.8 | -0.5 | 1.8 | -1.1 | -2 | 0 | -2.5 | -5 | 2 | 3.7 |
| Cc1ccc(CN2CN(S(=O)(=O)c3cccs3)c3nc4ccccc4nc32)cc1 | 7.9 | 1.5 | 0.4 | 1.1 | -0.5 | -4 | -8 | -0.7 | 5 | -10 | 1.0 |
| Cc1ccc(S(=O)(=O)N(C)c2ccc(C(=O)N(C)Cc3nc4ccccc4c(=O)[nH]3)cc2)cc1 | -3.0 | -3.4 | -2.1 | 0.2 | -0.9 | -4 | -8 | 2.5 | -3 | 3 | -0.1 |
| COn1c(=O)c(-c2ccc(Cl)cc2)[n+]([O-])c2ccccc21 | 4.8 | -0.6 | 0.9 | 1.9 | -0.4 | 1 | -6 | -0.3 | -3 | -48 | 1.8 |
| COc1cccc(-c2nc(N3CCC(C)CC3)c3ccccc3n2)c1O | 4.9 | 0.6 | -0.3 | 2.6 | 0.0 | 1 | -4 | -0.2 | 0 | 0 | -0.5 |
| CCC(=O)c1ccc(OCC(=O)c2ccc3c(c2)NC(=O)CO3)cc1 | 2.8 | 2.4 | 0.5 | -1.8 | -2.2 | 15 | 7 | 16* | -5 | -8 | -1.9 |
| CCn1c(SCC(=O)c2ccc(-c3ccccc3)cc2)nnc1-c1ccccc1OC | -3.2 | . | -1.0 | -1.6 | -1.7 | -1 | -58 | . | -1 | -5 | . |
| O=C(c1cc2ccccc2cc1OCC(O)CN1CCCCC1)N1CCCCC1 (configuration not stated) | 3.3 | -1.3 | -0.5 | 1.0 | -0.9 | -3 | -2 | -1.7 | -1 | 1 | 0.9 |
| Clc1ccc(OCc2nc3ccccc3[nH]2)cc1 | 23* | 6.0 | 4.7* | 1.5 | 0.0 | -3 | 0 | 0.1 | 5 | -3 | 1.8 |
| CC(C)CCN1C(N(C)C)=NC[C@@H]1C | 0.7 | 0.9 | -0.4 | -1.4 | -0.4 | 1 | -4 | -1.6 | 1 | 1 | 3.1 |
| CCOC(=O)Nc1ccc2c(c1)N(C(=O)CN)c1ccccc1CC2 | -3.1 | -1.3 | -0.2 | -3.1 | -0.7 | 0 | -6 | -3.4 | -1 | -26 | 0.3 |
| CC(=O)NCCNS(=O)(=O)c1ccc(C)c([N+](=O)[O-])c1 | -3.3 | -0.4 | -2.8 | -0.9 | -1.5 | -2 | -3 | 0.0 | -2 | 1 | 1.6 |
| CCCC(C)(C)C(=O)N1CCC1(C)C(=O)Nc1cccc(OC)c1 (configuration not stated) | 5.8 | -0.4 | -0.8 | -1.0 | -1.3 | 2 | -1 | -0.6 | 1 | 2 | . |
| NC(c1csc(Nc2ccccn2)n1)c1ccccc1Cl (configuration not stated) | 0.9 | 1.2 | 0.2 | 4.7 | -0.7 | -3 | 10 | 0.4 | -6 | 1 | . |
| CCCc1cc(=O)[nH]c(SCC(=O)NC2CCCCC2)n1 | -0.1 | -4.3 | 0.1 | 1.8 | -0.4 | 2 | -3 | -3.4 | -2 | 6 | 0.6 |
| COC(=O)/C(=C\Nc1ccc(Cl)cc1Cl)NC(=O)c1ccc(Cl)cc1Cl | 2.8 | 0.2 | -0.1 | -0.4 | -1.2 | 4 | 2 | -1.4 | 0 | 1 | -0.6 |
| O=C(Nc1nccs1)C1CCN(S(=O)(=O)c2cccnc2)CC1 | 3.5 | -0.8 | 0.3 | 1.5 | -1.1 | -5 | 5 | 0.9 | -2 | -6 | 1.0 |
| O=C(NC(=S)Nc1cc(Cl)ccc1O)c1cccc(Br)c1 | 3.4 | 2.5 | -0.7 | 2.2 | -1.1 | -2 | 2 | -1.7 | 3 | -1 | 0.2 |
| CC(C)OP(=O)(OC(C)C)C(C)NC(=O)Cc1ccccc1 (configuration not stated) | -0.7 | -0.7 | -0.8 | -0.7 | -1.2 | 2 | -4 | -1.2 | 3 | 2 | 1.9 |
| Cc1cc(OC(=O)c2ccccc2)c([N+](=O)[O-])c(=O)[nH]1 | -1.3 | -0.1 | -0.6 | -1.0 | -0.9 | -3 | 4 | -1.5 | 7.9* | 5 | -0.6 |
| CSC1=NSC2=NC(=O)/C(=C/c3coc4ccccc4c3=O)C(=N)N12 | 0.4 | 0.5 | 0.3 | 2.7 | -0.4 | 5 | -27 | -2.0 | 2 | -184 | 0.3 |
| CCOC(=O)c1sc(NC(=O)c2cccc(S(=O)(=O)N3CCc4ccccc43)c2)c(C#N)c1C | -2.9 | -2.0 | 0.5 | 2.5 | -0.4 | 5 | -1 | -0.5 | 2 | -18 | -3.0 |
| CCn1c(C)nc2cc(C(=O)NNC(=S)Nc3ccccc3Cl)ccc21 | 6.5 | 4.5 | 2.3 | 1.4 | -0.5 | 1 | 1 | -2.5 | 5 | -5 | 1.0 |
| COC(=O)/C(C#N)=C/c1c(N2CCCCCC2)nc2ccccn2c1=O | 0.3 | 2.9 | -0.2 | -1.8 | -1.3 | 5 | 3 | -0.8 | 5 | -15 | -0.2 |
| Cc1noc(C(=O)Nc2ccc(F)c(Cl)c2)c1Cl | 7.2 | 4.8 | 0.5 | 0.8 | 0.3 | 7 | 0 | -3.1 | 4 | -1 | 1.1 |
| COc1ccc(NC(C)=O)cc1S(=O)(=O)Nc1ccccc1C(=O)N1CCCC1 | 1.6 | -0.1 | 0.6 | 0.8 | -1.3 | -3 | 9 | -1.9 | -3 | -5 | 0.6 |
| C=CCNc1nc2c(c(=O)[nH]c(=O)n2C)n1CCOc1ccccc1 | -2.8 | 0.5 | -0.3 | 1.6 | -1.5 | 5 | 3 | 1.6 | -2 | -4 | 0.8 |
| O=C(Nc1ccccc1)Nc1nnc(Cc2ccc([N+](=O)[O-])cc2)s1 | -2.7 | -1.9 | 0.2 | 0.5 | -1.4 | 0 | 13 | 0.4 | -4 | -2 | -0.7 |
| COc1cc(/C=N\n2nnnc2N)ccc1OCc1ccc(F)cc1 | 0.8 | 5.0 | -0.9 | -1.9 | -1.6 | -2 | -15 | -1.4 | 0 | -25 | -0.9 |
| Cc1cc(C)c(C#N)c(SCC(=O)N(CC(C)C)C2CCS(=O)(=O)C2)n1 (configuration not stated) | 2.9 | -0.5 | 0.8 | -1.7 | -1.0 | 3 | -5 | -3.3 | -3 | -10 | -0.1 |
| O=C(O)CCn1cc(/C=C2/NC(=S)N(c3ccccc3)C2=O)c(-c2ccccc2)n1 | -0.4 | 0.3 | 0.1 | -2.7 | -1.8 | 0 | 2 | -6.6 | -2 | 0 | -1.2 |
| CS(=O)(=O)N(CC(=O)N1CCOCC1)c1cccc(Cl)c1Cl | -1.9 | 0.8 | -0.7 | 0.2 | -0.6 | -4 | -2 | -0.9 | -1 | -5 | -0.4 |
| COc1ccc(NC(=O)C(Cc2cc(C)cc(C)c2)C(C)C(=O)O)cc1 (configuration not stated) | -0.2 | -2.2 | 0.1 | -0.9 | -0.5 | 3 | -1 | -0.6 | -2 | -5 | 1.2 |
| Cc1cc(C(=O)Nc2ccon2)c(C)o1 | 1.7 | -0.3 | -0.1 | -1.1 | -1.6 | -5 | 6 | 1.2 | -2 | 2 | 0.2 |
| O=C(O)c1cc(NC(=O)c2cccc(F)c2)cc(NC(=O)c2cccc(F)c2)c1 | 1.0 | -1.5 | -0.1 | 0.0 | -0.8 | 0 | 2 | -1.3 | -3 | 0 | -1.4 |
| CCOC(=O)C1CCCN(C(=S)Nc2ccc(F)cc2)C1 (configuration not stated) | -2.0 | -0.1 | -0.6 | -1.6 | -1.0 | -2 | 4 | 0.3 | -1 | 1 | 0.3 |
| COc1cc(NC(=O)Cn2c(-c3cncs3)nc3ccccc32)cc(OC)c1OC | -1.3 | -3.3 | -0.8 | -0.8 | -1.3 | 4 | -3 | 0.0 | -3 | 0 | 0.1 |
| Brc1c(OCCOCCn2cncn2)ccc2ccccc12 | 1.8 | 0.1 | -0.1 | -1.4 | -0.8 | 1 | -5 | 0.7 | -1 | 0 | 0.6 |
| O=C(/C=C/c1ccccc1[N+](=O)[O-])Nc1ccc(S(=O)(=O)Nc2ncccn2)cc1 | 1.5 | -1.3 | 1.8 | 1.3 | -0.6 | 5 | -3 | 0.4 | -2 | -6 | 0.6 |
| COCC1CCN(C(=O)c2cc(COc3ccc(F)cc3F)on2)C1 (configuration not stated) | -0.8 | -0.2 | 1.8 | -1.5 | -1.1 | -5 | -3 | 1.2 | 0 | 5 | 0.2 |
| CCOC(=O)CC(N)c1cccc([N+](=O)[O-])c1 (configuration not stated) | 1.0 | 0.9 | 1.5 | -0.7 | -1.8 | -3 | 6 | -1.7 | -2 | -6 | -0.2 |
| CC(=O)Nc1ccc(S(=O)(=O)N[C@@H](C)C(=O)OCC(=O)Nc2ccc3c(c2)OCCO3)cc1 | 1.0 | 0.9 | 0.3 | -0.9 | -1.1 | 2 | 0 | -1.2 | 4 | -3 | 0.4 |
| Cc1cccc(NC(=O)CCOc2ccccc2)c1C | -0.7 | 3.3 | 0.1 | -2.3 | -1.3 | -4 | 3 | -1.6 | 0 | -4 | -0.3 |
